Compound activity (PubChem)
Rpn11 inh = Rpn11 (PSMD14) deubiquitinase inhibitors, primary screen, biochemical, fluorescence polarization, uHTS; calls only at 20 µM; 26S proteasome non-ATPase regulatory subunit 14 (Homo sapiens), O00487; 0.59% of 360,000 active; human 26S proteasome, Ub4-pepOG fluorescence polarization; 20S core pre-blocked with epoxomicin;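 active = inhibition at 20 µM, scaled to each plate's controls, above about 33%, limit read from the data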
Target sequence (O00487 whole entry, looked up): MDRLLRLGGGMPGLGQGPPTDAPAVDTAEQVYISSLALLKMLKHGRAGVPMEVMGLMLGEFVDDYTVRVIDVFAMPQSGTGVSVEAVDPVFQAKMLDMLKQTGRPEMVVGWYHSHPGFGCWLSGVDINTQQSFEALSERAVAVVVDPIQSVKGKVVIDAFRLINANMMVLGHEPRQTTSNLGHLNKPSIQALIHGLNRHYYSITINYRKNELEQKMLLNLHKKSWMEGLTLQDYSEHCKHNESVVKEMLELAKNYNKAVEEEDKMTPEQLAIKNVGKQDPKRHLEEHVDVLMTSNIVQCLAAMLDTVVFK
STEP block = STEP phosphatase inhibitors, primary screen, biochemical, fluorescence intensity, uHTS; Tyrosine-protein phosphatase non-receptor type 5 (Homo sapiens), P54829; 0.25% of 360,000 active; inhibition, % at 20 µM; recombinant STEP, OMFP fluorogenic substrate;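 active = inhibition at 20 µM, scaled per plate between control wells, above about 37%, limit read from the data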;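 note: 0% = DMSO with enzyme and substrate and 100% = substrate only without enzyme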
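medium = Bis-Tris buffer pH 6.0, 2.5 mM DTT, 0.005% Tween 20 | test system = STEP (striatal-enriched tyrosine phosphatase) enzyme, cell-free | measure = normalized % inhibition | compound dosing = 20 µM, 1% DMSO | also added = 25 µM OMFP | schedule = reaction 20 min, ambient temperature | measured by = fluorescence read at 480 nm ex / 540 nm em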
MsrA inh = bovine MsrA enzyme inhibitors, primary screen, biochemical, absorbance, HTS; Methionine sulfoxide reductase A (Bos taurus); purified bovine MsrA, absorbance read-out; inhibition, % at 15.5 µM; 0.75% of 360,000 active; AID 651718, 2012; in the data active = inhibition above about 4.5%;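 note: 0% = vehicle wells with enzyme and 100% = reference inhibitor wells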
SUMO1 PPI mod = modulators of SUMO1 protein-protein interactions, primary screen, biochemical, uHTS; Small ubiquitin-related modifier 1 (Homo sapiens), P63165; SUMO1 binding to a labelled peptide, TR-FRET, 1 h; inhibition, % at 20 µM; 0.33% of 360,000 active; AID 602429, 2012; in the data active = inhibition above about 37%
Target sequence (P63165 whole entry, looked up): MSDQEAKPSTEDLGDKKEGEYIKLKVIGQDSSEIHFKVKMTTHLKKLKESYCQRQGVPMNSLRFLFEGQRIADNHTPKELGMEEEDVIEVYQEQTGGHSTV
Scp-1 inhibitor = Scp-1 phosphatase inhibitors, primary screen, biochemical, colorimetric, uHTS | AID 493091, 2011 | inhibition, % at 20 µM | Recombinant Scp1, phosphopeptide, malachite green phosphate absorbance | 0.88% of 340,000 active | Carboxy-terminal domain RNA polymerase II polypeptide A small phosphatase 1 (Homo …;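 active = inhibition above about 50% at 20 µM, limit read from the data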;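 note: plate controls were DMSO wells with enzyme for no effect and wells lacking enzyme for full effect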
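Test system: SCP-1 phosphatase catalytic domain, residues 76-261 | Compound dosing: One concentration, 20 µM, with 1.0% DMSO | Schedule: 45 min room-temperature reaction, 5 min colour, 30 min stabiliser | Detection: Absorbance at 630 nm | Read-out basis: % inhibition of SCP-1 phosphate liberation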
CSN deneddyl inh = inhibitors of CSN-mediated cullin deneddylation, primary screen, biochemical, fluorescence polarization, uHTS | inhibition, % at 12.5 µM | Purified CSN, SCF-Nedd8-OG deneddylation | COP9 signalosome complex subunit 5 (Homo sapiens), Q92905 | AID 651999, 2013 | 0.38% of 360,000 active;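 active = pattern-corrected inhibition above about 35%, with an unprinted fluorescence ratio check between 0.5 and 1.5, limit read from the data, passing the limit was not always enough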;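 note: 0% = enzyme with substrate and 100% = substrate without enzyme; some results filed as inactive read as strong as hits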
Target sequence (Q92905 whole entry, looked up, one chain of several): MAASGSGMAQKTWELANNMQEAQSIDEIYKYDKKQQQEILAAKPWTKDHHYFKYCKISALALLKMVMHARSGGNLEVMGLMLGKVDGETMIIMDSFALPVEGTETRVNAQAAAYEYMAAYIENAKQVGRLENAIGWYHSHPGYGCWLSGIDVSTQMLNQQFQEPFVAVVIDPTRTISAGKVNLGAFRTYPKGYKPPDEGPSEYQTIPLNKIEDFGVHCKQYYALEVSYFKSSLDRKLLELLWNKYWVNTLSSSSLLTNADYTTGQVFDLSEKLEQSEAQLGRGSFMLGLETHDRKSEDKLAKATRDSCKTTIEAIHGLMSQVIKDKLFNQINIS
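Test system: purified human Csn5 enzyme expressed in HEK293T cells. Amount: 0.24 nM enzyme. Reagent: SCFSkp2-Nedd8OG substrate at 10 nM final. Schedule: 90 min incubation of compound, enzyme and substrate at room temperature. Detection: fluorescence polarization. Read-out: % inhibition of substrate cleavage by Csn5.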
TbMetRS inhib = T. brucei MetRS inhibitors, primary screen, biochemical, luminescence. AID 624268, 2012. 0.4% of 360,000 active. purified T. brucei MetRS, ATP depletion, Kinase-Glo luminescence. inhibition, % at 11.9 µM. methionyl-tRNA synthetase (Trypanosoma brucei brucei);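 active = inhibition above a per-plate cutoff of the control wells' mean inhibition plus 3 SD, cut at about 5.5% in these data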;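 note: 0% = DMSO wells median and 100% = median of wells with control inhibitor compound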
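Measured by: Kinase-Glo luciferase luminescence reporting remaining unconsumed ATP. Material: purified T. brucei MetRS enzyme. Doses: 11.9 µM compound single dose, 0.9% DMSO. Medium: HEPES buffer containing pyrophosphatase, BSA, spermine, DTT. Times: 15 min preincubation, 2 h reaction, all 25 °C. Reagent: methionine, ATP and bulk E. coli tRNA.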
LMPTP block = LMPTP phosphatase inhibitors, primary screen, biochemical, fluorescence intensity, uHTS; Low molecular weight phosphotyrosine protein phosphatase (Homo sapiens), P24666; recombinant LMPTP-A, OMFP fluorogenic substrate; inhibition, % at 20 µM; 0.22% of 360,000 active; AID 651560, 2012;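 active = compounds that cut the enzyme signal by at least half of the control window in the single-dose screen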;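 note: plate controls were DMSO wells with enzyme plus substrate for no effect and substrate without enzyme for full effect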
Target sequence (P24666 whole entry, looked up): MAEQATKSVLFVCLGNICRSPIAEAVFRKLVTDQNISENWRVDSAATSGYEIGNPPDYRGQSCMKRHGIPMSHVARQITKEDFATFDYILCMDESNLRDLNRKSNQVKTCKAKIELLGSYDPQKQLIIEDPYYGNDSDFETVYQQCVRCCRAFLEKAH
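Test system – LMPTP-A phosphatase enzyme · Quantity – 0.625 nM LMPTP-A final · Reagent – OMFP substrate, 400 µM final · Dosing – one test concentration per compound, 20 µM, with 3% DMSO overall · Timing – 50 min enzyme reaction at room temperature, protected from light · Detection – fluorescence intensity · Controls – substrate-only low control, DMSO enzyme-plus-substrate high control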
DNMT1 block = human DNMT1 methyltransferase inhibitors, primary screen, biochemical, molecular beacon, fluorescence, HinP1I cleavage, uHTS; AID 588458, 2011; DNA (cytosine-5)-methyltransferase 1 (Homo sapiens), P26358; 0.83% of 360,000 active; inhibition (reported as % activation of signal), % at 10 µM; in the data active = inhibition above about 50%
NadD block = inhibitors of S. aureus NadD, primary screen, biochemical, colorimetric, uHTS | Nicotinate-nucleotide adenylyltransferase NadD (Staphylococcus aureus N315) | purified NadD enzyme, colorimetric absorbance read-out | inhibition, % at 20 µM | 0.78% of 360,000 active; in the data active = inhibition above about 26%; note: some compounds past the cut are filed as inactive
Starred values were filed as active, the others as inactive; i = inactive; / = no result given; + = active, no number; & = joins results of further samples. Outcome played no part in choosing rows, and some 3.9% of all compounds hit somewhere here.

Values run as follows: TbMetRS inhib	LMPTP block	SUMO1 PPI mod	STEP block	MsrA inh	Rpn11 inh	DNMT1 block	Scp-1 inhibitor	CSN deneddyl inh	NadD block
CCOc1ccc(OCC(=O)Nc2ccc(OC)cc2[N+](=O)[O-])cc1
→ -0.9	-2.0	-6	1	0.6	i	2	1	-2	-8
O=C(c1ccc(Br)o1)N1CCC(c2nc3ccccc3[nH]2)CC1
→ -0.1	0.3	5	-2	1.7	i	-5	-3	0	-5
Cc1cc(C(C)(C)C)ccc1OCC(=O)N/N=C\c1c(C)n(C)n(-c2ccccc2)c1=O
→ -0.7	0.2	4	-1	-1.2	i	-2	-4	-1	16
COc1ccc(-c2nc(SC(CC(=O)NCCN3CCOCC3)c3cccs3)n[nH]2)cc1 (configuration not stated)
→ -0.9	-0.7	-1	-1	-1.2	i	0	-11	7	6
CC(O)c1ccc(-n2cnnn2)cc1 (configuration not stated)
→ 0.1	-0.7	7	-6	0.4	i	2	-5	-11	-3
CC1(C)S[C@@H]2[C@H](NC(=O)[C@H](N)c3ccccc3)C(=O)N2[C@H]1C(=O)O
→ -0.6&-0.4	-1.6&-0.6	10&9	2&1	0.3&0.5	i	7&4	29&19	11&1	2&9
COCCn1c(SCC(=O)Nc2cccc(C(=O)OC)c2)nc2ccccc2c1=O
→ -1.9	-0.8	-2	3	-0.5	i	-2	-7	-1	-5
Cc1coc2c1c(C)cc1oc(=O)c(Cc3ccccc3)c(C)c12
→ -0.1	2.1	-3	4	0.5	i	6	-7	8	-5
Cc1ccc(-n2nc(C(=O)N3CCOCC3)cc2-c2ccc(Cl)cc2)cc1
→ -1.3	1.8	-1	1	-0.7	i	0	-4	-2	-4
COc1cc(/C=C/C(=O)OCC(=O)NCCc2ccccc2)cc(OC)c1OC
→ -0.4	1.5	-7	-1	4.4	i	-3	0	2	-5
Cc1nn(CCC(=O)O)c2nc(-c3cccnc3)cc(C(F)(F)F)c12
→ -0.6	-0.3	1	6	1.0	i	4	1	-4	1
CC(=O)Nc1ccc(N/C=C/C(=O)c2ccc(Cl)cc2)cc1
→ -1.7	-1.0	2	2	-1.3	+	12	-3	4	1
CCCOc1ccccc1/C=C(\C#N)C(=O)Nc1cccc(C)n1
→ -0.7	0.8	-9	2	-0.4	i	0	-9	2	-4
COc1ccc(O)c(CN2CCN(CCc3ccccc3)C(CCO)C2)c1 (configuration not stated)
→ -0.9	-1.8	4	-6	-0.3	i	0	-4	-2	-4
COc1ccc(-c2nc(CS(=O)(=O)CC(=O)NCc3ccc4c(c3)OCO4)c(C)o2)cc1
→ -1.3	0.9	5	0	-1.1	i	-2	4	-1	-3
COc1ccc(C(=O)N=C2SC3CS(=O)(=O)CC3N2Cc2ccc(F)cc2)cc1 (configuration not stated)
→ -0.5	1.3	-1	-1	0.0	i	9	-3	3	-10
CCOC(=O)c1ccc(S(=O)(=O)NCC(c2ccc(N(C)C)cc2)c2c[nH]c3ccccc23)cc1 (configuration not stated)
→ 0.4	6.4	-3	-2	1.2	i	-25	10	-5	12
CCOc1ccccc1N1CC(O)=C(c2nc3ccccc3s2)C1=N
→ -1.8	1.2	0	-1	3.6	i	-10	10	4	4
O=C(NCCCc1ccc(F)cc1)C1CCC(=O)N(CCCN2CCCC2=O)C1 (configuration not stated)
→ 0.3	-1.0	-1	-3	-0.5	i	1	-5	2	-4
Cc1cc(C)n(Cc2ccc(Cl)nc2)n1
→ -0.2	-0.5	7	-2	0.1	i	-1	-5	7	1
O=c1[nH]sc2ccccc12
→ -0.6	-2.9	5	-3	0.0	i	0	3	4	-1
CC(=O)Nc1ccc(S(=O)(=O)n2cnc3ccccc32)cc1
→ 0.6	-1.1	0	-1	-0.3	i	2	-15	4	-5
Cc1ccc(C)c(OCCC(=O)OCC(=O)NCc2ccccc2)c1
→ -0.4	0.9	1	0	0.4	i	0	-9	1	-2
CCCCNC(=O)c1ccc2c(c1)N(C)C(=O)c1ccccc1S2
→ -0.5	-0.3	6	2	-0.7	i	-4	-10	-1	-3
CCCCCCNC(=O)C(=O)NCCc1ccc(Cl)cc1
→ 0.5	-0.1	-1	4	-0.4	i	4	-6	-1	-1
Cc1cccc(C)c1-n1nnnc1SCC(=O)N1CCNC1=O
→ -0.3	-1.8	-1	0	1.6	i	3	1	-1	2
CN1C(=O)/C(=N/OC(=O)c2ccccc2)c2ccccc21
→ -0.9	1.2	-8	-2	1.4	i	1	-2	1	-1
CCn1c(SCC(=O)Nc2sc3c(c2C#N)CCCC3)nnc1-c1ccncc1
→ -0.7	-1.2	1	3	2.4	i	-6	7	-2	4
CCn1c(SCC(=O)NCc2ccccc2)nnc1C(CO)NC(=O)c1ccccc1 (configuration not stated)
→ -0.2	-0.3	11	10	-0.8	i	2	39	-3	7
COc1ccc2[nH]cc(C(=O)CN3CCN(C4CCCCC4)CC3)c2c1
→ -0.6	-2.7	-1	2	0.0	i	-7	-4	-3	-12

Values run as follows: TbMetRS inhib	LMPTP block	SUMO1 PPI mod	STEP block	MsrA inh	Rpn11 inh	DNMT1 block	Scp-1 inhibitor	CSN deneddyl inh	NadD block
Clc1ccc(OCc2nnc3n2CCCCC3)c(Cl)c1
→ 16*	-0.9	2	2	0.8	i	1	-3	-3	-1
O=C(O)c1cccc(S(=O)(=O)Nc2cccc(S(=O)(=O)N3CCCC3)c2)c1
→ -0.2	5.9	11	13	2.3	i	36	35	-1	-5
COC(=O)c1sccc1NC(=S)N1CCN(C)CC1
→ -0.1	-1.2	4	-1	-1.6	i	3	-9	-1	-4
CC1=CC(C)C(/C=N/n2cnnc2)C(C)C1 (configuration not stated)
→ 0.2	-1.2	0	1	-0.7	i	0	-2	-5	2
O=C(CNC(=S)N(Cc1ccccc1)Cc1cccnc1)NCCN1CCOCC1
→ -0.5	-0.7	1	2	-0.8	i	2	-3	-2	-2
COc1ccc(S(=O)(=O)NNC(=O)c2csc(-n3nc(C)cc3C(F)(F)F)n2)cc1OC
→ 0.0	-0.9	22	0	0.5	i	1	-7	0	8
CN(C)c1cccc(CNC(=O)c2csc([C@@H]3C[C@H](O)[C@@H](CO)O3)n2)c1
→ -0.3	-1.9	0	-3	0.4	i	0	/	1	-6
COC(=O)c1ccc(C)c(N(CCO)CCO)c1
→ 0.1	-1.0	-3	-2	-0.6	i	1	-4	-2	-6
CCOc1ccc(NC(=S)Nc2cccnc2)cc1
→ -0.1	-1.8	2	-1	-0.1	i	-3	-7	-2	-7
NC(=O)c1ccc(NC(=O)COc2ccc(-n3cnnn3)cc2)cc1
→ 0.3	2.4	7	-2	1.2	i	-2	22	-4	0
CCN1C(=O)[C@H]2[C@@H](c3ccc(-c4ccc(OC)cc4)cc3)N[C@@](C)(C(=O)OC)[C@H]2C1=O
→ -0.2	0.3	-3	1	0.2	i	1	-6	0	1
COC(=O)c1sc(NC(=S)NNC(=O)c2c(Br)c(C)nn2C)c(C(=O)OC)c1C
→ -1.0	1.1	14	1	1.2	i	-3	4	3	10
COc1ccc(CCNC(=O)CCCn2c(=O)c3cccn3c3cccnc32)c(OC)c1OC
→ -0.1	0.8	-4	-2	-1.0	i	3	-3	3	6
COc1cccc(/C=N/n2c(-c3n[nH]c4c3CCC4)n[nH]c2=S)c1O
→ -1.6	-0.6	-2	1	1.1	i	-2	9	-10	3
COc1ccc(Cl)cc1C(=O)NNC1CC(=O)N(Cc2ccc(Cl)cc2)C1=O (configuration not stated)
→ 0.0	0.5	-5	-2	0.4	i	6	1	-4	5
CCN1CCN(C(=O)CN(c2cc(OC)ccc2OC)S(C)(=O)=O)CC1
→ 1.5	-0.4	1	-5	-0.7	i	3	-11	1	3
CCC(=O)c1ccc(OCC(=O)N(C)CC(=O)Nc2cccc(F)c2)cc1
→ -0.2	0.8	-3	0	0.2	i	0	0	-2	3
COc1ccc(/C=N/n2c(C)nnc2C)c(OC)c1OC
→ -0.8	-1.5	0	-2	0.1	i	0	4	0	3
C[C@H](CO)N1C[C@H](C)[C@@H](CN(C)S(=O)(=O)c2cccs2)Oc2ccc(NC(=O)Cc3ccccc3)cc2C1=O
→ 0.6	-0.3	-3	-1	0.6	i	1	-6	2	1
O=C(CN1C(=O)C2C3C=CC(C4CC34)C2C1=O)Nc1cccc2ncccc12 (configuration not stated)
→ 0.0	-0.2	-10	-3	-2.6	i	-4	-4	5	-5
CCOc1ccc2ccccc2c1C1NC(=O)N(C)C(C)=C1C(=O)OCCOC (configuration not stated)
→ -0.1	-0.8	-4	-2	0.6	i	3	-4	-2	-2
COc1cc(C(=O)C(=O)c2ccc(OC)c(OC)c2)ccc1O
→ 0.3	-0.5	38*	1	3.2	i	8	-18	-1	-3
C/C(=N/NC(=O)CNC(=O)c1cccnc1)c1cccc([N+](=O)[O-])c1
→ -0.8	-0.4	-15	1	0.3	i	11	-3	-3	-4
COc1ccc(C2CC(c3ccc(OC)cc3)n3nc(NS(C)(=O)=O)nc3N2)cc1 (configuration not stated)
→ 0.6	0.7	-3	-1	0.6	i	-1	2	-2	2
CC(=O)Nc1cc(NC(C)=O)cc(C(=O)NCC2(N3CCOCC3)CCCCC2)c1
→ -0.3	2.0	4	1	-0.7	i	15	40	2	5
